Compound activity from PubChem.
ZTA counter – blocks Epstein-Barr virus ZTA, an EBNA-1 counter-screen. 320,000 tested, 0.15% active. AID 2234. ZTA-DNA binding, fluorescence polarization. P03206. inhibition, % at 11 µM; in the data active = inhibition above about 33%
AHR activator – activates the human aryl hydrocarbon receptor; P35869; AHR-responsive luciferase reporter cells, luminescence; activation, % at 5 µM; 320,000 tested, 2.5% active; AID 2796; in the data active = activation above about 47%;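 note: 0% = vehicle wells and 100% = reference agonist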
proCasp7 act – counter-screen: procaspase-7 (human) activation | AID 463210 | P55210 | activation, % at 8.5 µM | recombinant procaspase-7, Ac-DEVD-pNA absorbance 405 nm; D23A/D198A/D206A triple mutant, cannot self-cleave; scale: DMSO 0, 5 µM enzyme 100 | 330,000 tested, 0.093% active;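 active = percent activation above the screen-wide mean plus 3 SD, cut at about 25% in these data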
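Assay system: Uncleavable procaspase-7 mutant enzyme | Input: 2 µM procaspase-7 mutant as dispensed | Timing: 1 h compound preincubation, 2 h substrate cleavage, 25 °C | Repeats: One well per compound | Control set: DMSO wells as 0%, DMSO with 5 µM added PC-7 as 100% | Technique: Epi-absorbance of released pNA at 405 nm, two timepoints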
LAP4-GFP MLPCN – modulators of TOR pathway LAP4-GFP in S. cerevisiae. S. cerevisiae LAP4-GFP multiplex, flow cytometry GFP, 3 h; median GFP as percent of DMSO wells. GFP response vs DMSO, % at 10 µM. 320,000 tested, 0.34% active. AID 2023;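 active = GFP response vs DMSO above a set limit, about the screen mean plus 3 SD, cut at about 150% in these data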
MEP2-GFP yeast – modulators of TOR pathway MEP2-GFP in S. cerevisiae. S. cerevisiae MEP2-GFP strain, flow cytometry GFP, 3 h; 100% = DMSO control level. GFP response vs DMSO, % at 10 µM. 330,000 tested, 0.51% active;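 active = GFP response versus DMSO above a set limit, roughly screen mean plus 3 SD, cut at about 180% in these data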;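 note: median GFP fluorescence of the barcode-gated MEP2-GFP cells per well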
EBNA-1 inhibitor – blocks EBNA-1 binding to DNA; 300,000 tested, 0.34% active; inhibition, % at 14.8 µM; AID 1950; EBNA-1 DNA binding, fluorescence polarization; in the data active = inhibition above about 28%
RPL19A TOR yeast – modulators of TOR pathway RPL19A-GFP in S. cerevisiae; S. cerevisiae RPL19A-GFP strain, flow cytometry, 3 h; active compounds read low; percent response vs DMSO, % at 10 µM; 330,000 tested, 0.3% active; AID 2025;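 active = percent response vs DMSO below 50%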;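 note: median channel GFP fluorescence of the barcoded RPL19A-GFP strain; ratio of sample median GFP to plate DMSO average so 100% = DMSO; lower means less RPL19A-GFP as with rapamycin TOR inhibition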
procasp3 activ – activators of human procaspase-3. P42574. recombinant procaspase-3 D3A, Ac-DEVD-pNA absorbance 405 nm. activation, % at 8.5 µM. 330,000 tested, 0.11% active;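 active = activation above the mean of all tested compounds plus 3 SD, cut at about 21% in these data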;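 note: 0% = DMSO alone and 100% = DMSO wells spiked with extra 5 µM PC-3 D3A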
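System: Procaspase-3 D3A mutant. Medium: Zinc-free 300 mM NaCl, 50 mM HEPES, 0.01% Triton X-100. Schedule: 1 h preincubation plus 2 h reaction at 25 °C. Measured by: 405 nm absorbance of p-nitroaniline, reads at 0 and 120 min. Read-out: percent activation relative to control range.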
* hit, by the source's call; x = no result given.

Results follow in this order: ZTA counter	MEP2-GFP yeast	LAP4-GFP MLPCN	AHR activator	proCasp7 act	RPL19A TOR yeast	procasp3 activ	EBNA-1 inhibitor
> CN(CC(=O)NCc1ccncc1)S(=O)(=O)c1ccc2ccccc2c1
  5	95	109	-2	6	94	-6	5
> Cc1ccc(C(=O)c2ccccc2C(=O)OCC(=O)Nc2ccc(SC(F)F)cc2)cc1
  -15	118	109	16	0	104	2	-5
> CC(NC(=O)c1ccco1)C(=O)N(C)Cc1ccc(C(F)(F)F)cc1 (stereo unspecified)
  2	101	96	-4	-2	103	3	-4
> CCCN1CCN(C(=O)Cn2cnc3sc(C)c(S(=O)(=O)N4CCC(C)CC4)c3c2=O)CC1
  -8	101	79	-2	1	94	12	-4
> COC(=O)[C@@]1(Cc2ccc(F)cc2)[C@@H]2[C@@H](CC(=O)[C@H]2CC(=O)C(=O)N(C)C)CN1C(=O)c1ccccc1
  -13	96	105	3	3	107	-4	5
> CC(C)CCN(C(=O)c1ccncc1)c1c(N)n(Cc2ccccc2)c(=O)[nH]c1=O
  -14	102	124	0	-1	83	1	x
> Cc1nnc(SCC(=O)N(CC(C)C)c2c(N)n(CC(C)C)c(=O)[nH]c2=O)n1-c1ccccc1
  -2	96	99	2	0	95	-1	2
> Cc1ccccc1NC(=O)CC1C(=O)Nc2ccccc2N1CC(=O)N(C)C1CCS(=O)(=O)C1 (stereo unspecified)
  -9	106	110	60*	-6	103	3	x
> O=C(O)C1(c2ccccc2)CCN(S(=O)(=O)c2ccc(Cl)s2)CC1
  18	107	97	1	5	104	-4	11
> O=C(c1cccc(N2CCCC2=O)c1)N1CCN(c2cccc(Cl)c2)CC1
  5	113	111	1	-1	107	5	-6
> Cc1ccccc1C(=O)NC(CC(C)C)C(=O)NN1C(=O)c2ccccc2C1=O (stereo unspecified)
  7	96	107	1	3	95	5	1
> O=C(NNC(=O)c1ccc2c(=O)n3c(nc2c1)CCC3)c1cccc(Cl)c1
  0	96	98	8	1	95	-7	-7
> CCc1cccc(CC)c1N1C(=O)c2cc(N3CCOCC3)c([N+](=O)[O-])cc2C1=O
  -8	106	118	0	-2	116	-8	2
> COc1nc(-c2ccccc2)c2cc(Br)ccc2n1
  -5	92	107	9	-4	99	-5	8
> O=C(CCC1CCCN(c2ncccn2)C1)NCc1ccc(F)c(F)c1 (stereo unspecified)
  2	96	98	1	-5	93	4	-9

(further entries)
Results follow in this order: ZTA counter	MEP2-GFP yeast	LAP4-GFP MLPCN	AHR activator	proCasp7 act	RPL19A TOR yeast	procasp3 activ	EBNA-1 inhibitor
> Nc1cc(=O)[nH]c(SCC(=O)Nc2ccc3c(c2)CCC3)n1
  8	101	101	4	3	99	2	5
> C/C(=N\NC(=O)CN1CCCCC1)c1ccccc1O
  -24	103	97	9	-18	105	1	-16
> CCOC(=O)c1nnc(-c2ccccc2)nc1Sc1c(Cl)cccc1Cl
  -4	98	102	9	12	100	6	-5
> CC(C)N(C(=O)[C@H]1CC(CC(=O)NCC23CC4CC(CC(C4)C2)C3)C(=O)N2CCc3c([nH]c4ccccc34)[C@]12C)C(C)C (stereo partly specified)
  x	102	109	1	2	106	-4	x
> O=C(NCc1ccccn1)c1ccc(Cl)c(S(=O)(=O)NCc2ccccc2)c1
  6	105	99	2	14	99	6	x
> CCC(C)NCCCCOc1ccc(Br)cc1 (stereo unspecified)
  -1	91	86	0	11	101	6	6
> C/C(=N/NC(=O)c1sc(NS(=O)(=O)c2ccccc2)nc1C)c1ccccc1
  3	104	96	1	3	102	3	3
> COc1ccccc1CNC(=O)COC(=O)/C=C/c1ccc(OC(F)F)c(OC)c1
  24	92	101	0	18	94	1	19
> Brc1ccccc1OCCNCc1ccccc1
  -8	100	98	-1	1	99	-3	4
> Cn1c(SCC(=O)Nc2ccc(F)cc2)nnc1-c1cccnc1
  6	95	104	33	7	104	0	10
> C=C(C)c1cccc(C(C)(C)NC(=O)Nc2ccc3[nH]c(=O)[nH]c3c2)c1
  -2	100	94	0	5	103	12	-3
> Cc1ccccc1C(=O)N1N=C(c2cccc(NS(C)(=O)=O)c2)CC1c1cccs1 (stereo unspecified)
  8	102	95	0	-1	101	1	6
> CCCCOC(=O)CSC(=S)N(C)Cc1cccs1
  7	103	111	4	7	112	4	-7
> CCOC(=O)CNC(=O)c1cc2c(=O)[nH]c3ccc(C)cc3c2s1
  8	106	96	1	-2	108	0	12
> COc1ccc(/C=C(/NC(=O)c2ccccc2)C(=O)N/N=C/c2ccncc2)c(OC)c1
  -6	116	104	13	10	108	-8	6

The list goes on:
Results follow in this order: ZTA counter	MEP2-GFP yeast	LAP4-GFP MLPCN	AHR activator	proCasp7 act	RPL19A TOR yeast	procasp3 activ	EBNA-1 inhibitor
> COc1ccc(Nc2nc(NCC3CCCO3)c3ccccc3n2)c(OC)c1 (stereo unspecified)
  14	93	102	9	-2	99	-4	-2
> CC(=O)Nc1ccc(NC(=O)C2CCC(CNS(=O)(=O)c3cccc4nsnc34)CC2)cc1 (stereo unspecified)
  11	90	89	0	8	93	-1	10
> Cc1ccc(S(=O)(=O)ON2C(=O)c3cccc4cccc(c34)C2=O)cc1
  -6	107	96	4	-1	109	-1	7
> Cc1ccc(NC(=O)C2CCN(S(=O)(=O)c3ccc4c(c3)NC(=O)C(C)S4)CC2)c(Cl)c1 (stereo unspecified)
  4	109	98	-6	9	105	9	1
> Cc1ccc(S(=O)(=O)N(C)c2ccc(OCC(=O)Nc3nc4c(ccc5ccccc54)s3)cc2)cc1
  -8	115	108	47*	9	103	1	10
> CC1CCCN(C(=O)CCS(=O)(=O)c2ccc3c(c2)n(C)c(=O)c(=O)n3C)C1 (stereo unspecified)
  -2	102	100	0	10	96	1	-4
> Cc1cc(OCC(=O)Nc2ccncc2)c(C)cc1Br
  -11	99	98	0	-4	95	2	-8
> Cc1cc(C)c(C(=O)/C=C/c2cccs2)c(=O)[nH]1
  -11	96	95	6	7	95	4	-11
> COc1ccc(-c2nnc3ccc(SCC(=O)Nc4nc5ccccc5s4)nn23)cc1OC
  -11	103	111	25	-14	103	-3	-6
> COC(=O)c1ccccc1CON1C(=O)C(C)(C)N(OCc2ccccc2C(=O)OC)C(=O)C1(C)C
  -2	108	104	-3	4	102	7	-8
> C/C(=C\c1ccccc1)C(=O)N1CCN(c2cccc(C(F)(F)F)c2)CC1
  4	103	95	2	-2	111	-5	6
> COC(=O)c1cc(C)nc(N)c1C#N
  11	102	100	2	7	100	4	5
> COc1ccc(NC(=S)NCc2cccs2)cc1
  -5	108	108	0	9	100	-4	2
> CS(=O)(=O)c1[nH]nc(-c2cccc(Cl)c2)c1C#N
  5	112	109	0	5	103	13	4
> COc1ccc(N(Cc2cc3ccc(C)cc3[nH]c2=O)C(=O)C2CCCO2)cc1 (stereo unspecified)
  -6	99	101	8	1	98	2	3

New compounds follow.
Results follow in this order: ZTA counter	MEP2-GFP yeast	LAP4-GFP MLPCN	AHR activator	proCasp7 act	RPL19A TOR yeast	procasp3 activ	EBNA-1 inhibitor
> O=C1CN(C(=O)COc2c(F)c(F)cc(F)c2F)c2ccccc2N1
  6	99	102	24	2	98	-13	14
> O=C(NCC1CCCO1)c1cc(-c2ccccc2)nc2ccccc12 (stereo unspecified)
  -8	92	110	3	9	97	0	-11
> CCN1CCOC(CC(=O)Nc2cccc([N+](=O)[O-])c2)C1=O (stereo unspecified)
  12	107	116	1	-8	98	-16	9
> COCCN(C(=O)COC(=O)c1cccnc1Cl)c1c(N)n(Cc2ccccc2)c(=O)[nH]c1=O
  2	108	105	-1	2	98	1	-5
> CCOC(=O)CCNC(=O)c1ccccc1Br
  -22	100	95	0	5	98	-3	-6
> COCCn1c(/C=C/c2ccccc2)nc2ccccc21
  8	103	102	6	4	98	7	-1
> O=C(Cc1ccccc1)NCC(=O)Nc1ccc(OC(F)(F)F)cc1
  5	110	95	23	2	101	7	3
> O=C(CNc1n[nH]c(=O)[nH]c1=O)N/N=C/C=C/c1ccccc1
  8	99	104	2	-4	96	5	2
> O=C(Nc1ccc(NC(=O)c2ccco2)cc1)c1ccco1
  -15	87	76	-4	2	99	4	-12
> O=C(NCC(F)(F)F)N1CCOCC1
  -6	102	110	-1	17	100	3	-6
> Cn1cc(-c2cccc(C(F)(F)F)c2)cc(C#N)c1=O
  1	111	98	9	4	111	5	0
> Cc1ccc(-c2nnn(CC(=O)N3CCCCC3)n2)o1
  2	99	98	6	0	101	-6	-11
> CC(Sc1ccccc1)C(=O)N/N=C/c1ccccc1 (stereo unspecified)
  15	99	97	2	-3	99	3	5
> Cc1ccc(SCC(=O)OCC(=O)NCCCc2ccccc2)cc1
  7	103	104	1	-8	101	2	2
> O=C(CSCc1ccc(Cl)cc1)N/N=C/c1ccc(Cl)cc1Cl
  3	101	103	2	5	100	-7	6

Compounds above containing a furan ring, fused or not, in the order listed:
Results follow in this order: ZTA counter	MEP2-GFP yeast	LAP4-GFP MLPCN	AHR activator	proCasp7 act	RPL19A TOR yeast	procasp3 activ	EBNA-1 inhibitor
> CC(NC(=O)c1ccco1)C(=O)N(C)Cc1ccc(C(F)(F)F)cc1 (stereo unspecified)
  2	101	96	-4	-2	103	3	-4
> O=C(Nc1ccc(NC(=O)c2ccco2)cc1)c1ccco1
  -15	87	76	-4	2	99	4	-12
> Cc1ccc(-c2nnn(CC(=O)N3CCCCC3)n2)o1
  2	99	98	6	0	101	-6	-11

Further entries follow.
Results follow in this order: ZTA counter	MEP2-GFP yeast	LAP4-GFP MLPCN	AHR activator	proCasp7 act	RPL19A TOR yeast	procasp3 activ	EBNA-1 inhibitor
> O=C(CCN1CCN(CCO)CC1)Nc1cccc(Br)c1
  10	112	111	-3	3	98	2	10
> O=C(NCc1ccccc1)c1ccc(Br)cc1
  11	94	106	-1	10	91	0	6
> CSc1nc2cc(Oc3cccc(Cl)c3Cl)c(Cl)cc2[nH]1
  12	111	114	0	-8	96	13	11
> NNC(=S)NCc1ccc2c(c1)OCO2
  -9	91	98	12	-4	104	-10	-10
> CCC(C)(C)NC(=O)C(c1ccccc1Cl)N(Cc1cccnc1)C(=O)CCC(=O)Nc1cc(C)on1 (stereo unspecified)
  17	83	95	-1	4	98	1	6

Not a hit list; 3.8% or so of the library scored in one or more.
